APOBEC3A inh = inhibitors of human APOBEC3A DNA deaminase; AID 493011; inhibition, % at 20 µM; 0.41% of 330,000 active; recombinant A3A, FAM/TAMRA ssDNA deamination fluorescence;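 active = at least 40% inhibition at 20 µM here, with at most 30% in a related deaminase screen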;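 note: plate controls were A3A with DMSO for no effect and wells lacking A3A enzyme for full effect; some results filed as inactive read as strong as hits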
Target sequence (P31941 whole entry, looked up): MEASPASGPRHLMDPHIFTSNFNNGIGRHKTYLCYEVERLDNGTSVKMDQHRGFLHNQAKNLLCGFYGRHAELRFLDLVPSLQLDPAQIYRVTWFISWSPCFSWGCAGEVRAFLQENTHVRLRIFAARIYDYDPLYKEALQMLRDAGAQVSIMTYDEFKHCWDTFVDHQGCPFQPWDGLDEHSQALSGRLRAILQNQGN
hIAP block = human IAP inhibition; purified IAP, CDP-Star luminescence, 30 min; inhibition, % at 10 µM; P09923; 0.12% of 330,000 active; AID 2544;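 active = inhibition reaching a set limit with compound at 10 µM in the primary screen, cut at about 35% in these data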;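 note: plate controls were DMSO wells with enzyme for no effect and no-enzyme buffer wells for full effect; values of inactives mirror those of a sister screen read the other way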
mIAP inh = mouse IAP inhibition; purified mouse IAP, CDP-Star luminescence, 30 min; inhibition, % at 10 µM; 0.2% of 330,000 active; AID 2806;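 active = inhibition of at least 40% at 10 µM in the primary screen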;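 note: plate controls were DMSO with enzyme for no effect and no enzyme wells for full effect; values of inactives mirror those of a sister screen read the other way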
hIAP act = human IAP activation. P09923. purified human IAP, CDP-Star luminescence, 30 min; stronger effect = higher value; 1 = vehicle-only enzyme, 0 = enzyme-free background. activation factor at 10 µM. 0.16% of 330,000 active;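 active = activation factor of the enzyme at least 2-fold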; note: the source names both 10 and 20 µM as test concentration; values of inactives mirror those of a sister screen read the other way
A3G deaminase = APOBEC3G (human) deaminase inhibition; Q9HC16; recombinant A3G, ssDNA deamination FAM/TAMRA fluorescence; inhibition, % at 20 µM; 0.28% of 330,000 active;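 active = inhibition of at least 40% at 20 µM, with no more than 30% in the related APOBEC3A deaminase screen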;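 note: plate controls were DMSO wells with A3G for no effect and wells lacking A3G enzyme for full effect; some compounds called inactive have numbers as strong as hits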
Target sequence (Q9HC16 whole entry, looked up): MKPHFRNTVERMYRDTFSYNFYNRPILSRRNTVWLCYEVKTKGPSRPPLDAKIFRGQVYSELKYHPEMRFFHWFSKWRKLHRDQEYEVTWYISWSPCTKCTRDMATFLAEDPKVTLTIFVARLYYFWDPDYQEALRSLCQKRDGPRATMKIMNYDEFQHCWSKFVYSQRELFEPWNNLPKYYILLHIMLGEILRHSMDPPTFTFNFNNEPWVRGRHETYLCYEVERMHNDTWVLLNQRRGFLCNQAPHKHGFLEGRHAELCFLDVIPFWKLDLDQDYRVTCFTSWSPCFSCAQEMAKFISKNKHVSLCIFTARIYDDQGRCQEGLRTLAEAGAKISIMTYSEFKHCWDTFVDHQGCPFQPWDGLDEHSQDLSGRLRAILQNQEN
MIN6 prolif = inducers of beta-cell replication in MIN6 cells | MIN6 cells proliferation, ATPlite luminescence, 48 h; cells starved in 0.2% serum; 100% = growth in 10% serum | proliferation, % at 10 µM | 0.29% of 330,000 active | AID 2380;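 active = compounds whose signal lies at least 3.5 SD above the mean of all wells on their plate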;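 note: 0% = DMSO-treated cells in low-serum medium and 100% = 10% serum control; some compounds called inactive have numbers as strong as hits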
MPTP inh = permeability transition pore inhibition; isolated mouse mitochondria, Ca2+ swelling absorbance, 30 min; inhibition, % at 10 µM; 1.4% of 360,000 active;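 active = inhibition of 50% or more, scaled per plate between neutral and stimulator controls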;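 note: 0% = DMSO wells given calcium and 100% = 1 mM EGTA wells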
NR3A LBD binder = NR3A (human) ligand-binding domain modulation; Tm shift relative to glycine control, % at 25 µM; NR3A LBD differential scanning fluorimetry, Tm shift; 0% = protein alone, 100% = glycine-bound protein; 2.5% of 340,000 active;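 active = melting temperature shift of at least 10% of the positive control shift, at one fixed dose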
mIAP act = increases mouse intestinal alkaline phosphatase activity | muIAP, CDP-Star luminescence, 30 min; stronger effect = higher value; 1 = vehicle-only enzyme signal, 0 = enzyme-free wells | activation factor at 10 µM | AID 2805 | 0.24% of 330,000 active;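 active = activation factor of at least 2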; note: the source names both 10 and 20 µM as test concentration; values of inactives mirror those of a sister screen read the other way
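Assay system: mouse IAP enzyme; Reagent: CDP-Star chemiluminescent phosphatase substrate; Compound: DMSO-dissolved test compounds; Incubation: 30 min, room temperature; Technique: luminescence from enzymatic CDP-Star hydrolysis; Controls: DMSO-only wells and no-enzyme negative control.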
* marks the source's active call; other numbers are inactive results; / = no result given; & = joins results of further samples.

SMILES	APOBEC3A inh	hIAP block	mIAP inh	hIAP act	A3G deaminase	MIN6 prolif	MPTP inh	NR3A LBD binder	mIAP act
CCCCn1nnnc1NCc1cccs1	-0.5	6.0	-1.9	0.94	-3.9	-0.8	2.1	0.9	1.02
O=C1CC(c2ccc(S(=O)(=O)NCc3ccccc3)cc2)CN1 (stereo unspecified)	-3.9	14.6	16.0	0.854	-7.1	-3.7	-1.9	-0.2	0.84
O=C(COC(=O)CNS(=O)(=O)c1ccccc1)Nc1ccc(Cl)cn1	-0.9	-18.2	2.1	1.18	-5.3	-4.6	7.9	-1.4	0.979
Cc1cc(C)cc(NC(=S)N2CCN(c3ncc(C(F)(F)F)cc3Cl)CC2)c1	-3.4	-9.6	-20.0	1.1	-10.0	-0.9	28.7	-10.5	1.2
CC(C(=O)NCc1ccc(Cl)cc1)n1cccc1C(=O)c1ccccc1 (stereo unspecified)	-4.5	10.2	4.3	0.898	-6.5	1.8	-2.1	-0.7	0.957
O=C(NC1CCC(O)CC1)c1cc(Cl)c2c(c1)OCCO2 (stereo unspecified)	-2.8	-9.5	1.3	1.09	-4.1	-1.2	-1.9	0.4	0.987
CC1=NN(C(=S)Nc2ccccc2)C(C)(C)C1	-1.9	-3.2	-4.1	1.03	-0.4	0.4	0.8	-1.5	1.04
CC(OC(=O)C1CCN(S(=O)(=O)c2ccc(C(C)(C)C)cc2)CC1)C(=O)N1CCOCC1 (stereo unspecified)	35.2	0.9	4.9	0.991	-2.4	-4.6	-1.5	-2.0	0.951
O=C(CN1C(=O)CSc2ccc(S(=O)(=O)N3CCOCC3)cc21)N1CCCCC1	0.6	-21.4	6.5	1.21	-3.2	0.8	-0.1	0.4	0.935
Cc1ncccc1C(=O)N1CCCC(CCC(=O)N2CCN(c3ccccn3)CC2)C1 (stereo unspecified)	-4.5	-0.3	3.2	1	-4.9	-5.5	4.1	2.3	0.968
CC(=O)N1CCc2cc3nc(C)cc(C)c3cc21	-2.2	1.2	5.1	0.988	2.3	-1.5	-4.6	6.0	0.949
S=C(NCCc1ccc(Cl)cc1)NC1CCCC1	-4.5	-23.7	-37.0	1.24	-2.6	-3.8	52.9*	-12.8	1.37
CCOC(=O)C1CCN(C(=O)CSc2ccc(Cl)cc2)CC1	3.0	-2.0	16.1	1.02	1.7	-0.6	-0.9	0.4	0.839
CCOC(=O)Cn1c(CN2CCOCC2)nc2c1c(=O)n(C)c(=O)n2C	2.8	-13.8	-0.7	1.14	11.0	0.3	0.6	-2.9	1.01
CC12CN(C(=O)c3ccc(Cl)cc3)C3(C#N)CC1CCC23C (stereo unspecified)	-1.2	-5.2	1.2	1.05	-4.5	0.7	4.5	0.1	0.988
Cc1onc(-c2c(F)cccc2Cl)c1-c1nnc(-c2cccc3ccccc23)o1	-2.0	19.4	-1.1	0.806	-1.5	0.1	1.8	-0.7	1.01
O=C(Nc1ccc(S(=O)(=O)Nc2nccs2)cc1)c1cccc(S(=O)(=O)N2CCOCC2)c1	-2.6	3.7	-5.1	0.963	-4.8	0.7	1.0	-7.3	1.05
COc1nc(-c2ccccc2)ccc1-c1noc(COc2ccccc2)n1	1.0	-9.9	9.4	1.1	-0.4	-3.6	1.8	2.9	0.906
C=CCn1c(SCC(=O)/C(C#N)=C(\C)N)nc2sc(CC)cc2c1=O	4.1	-9.1	0.0	1.09	0.4	1.8	1.2&16.1	0.5&0.1	1
Cc1ccc(CNC(=O)C2CCC(=O)N(C3CCCC3)C2)c(F)c1F (stereo unspecified)	-4.0	13.1	0.3	0.869	-6.1	0.0	-1.5	0.0	0.997
COc1cc(C(=O)N(C)CCOc2ccc(C)cc2)ccc1OC1CCN(C(C)=O)CC1	-1.2	-4.5	8.5	1.04	-6.6	-0.4	-1.1	0.0	0.915
CC(=O)c1c(C)oc2ccc(O)c(CN3CCOCC3)c12	-1.8	16.4	4.5	0.836	-3.6	-0.5	-1.1	-2.8	0.955
O=C(CCn1nnc(-c2cccs2)n1)NCc1ccccc1Cl	-5.8	-24.0	-5.5	1.24	-2.1	-1.6	-0.2	0.6	1.05
O=C(Nc1ncccn1)c1ccc([N+](=O)[O-])cc1Cl	-2.1	5.4	2.0	0.946	-3.0	-2.4	-0.1	/	0.98
CCN1CCN(c2ccc(S(=O)(=O)N3CCCCC3)cc2NC(=O)C(C)Oc2ccc(F)cc2)CC1 (stereo unspecified)	77.8	-4.9	-6.5	1.05	33.0	-3.9	-2.6	0.9	1.06
CC(C)OCC(O)CS(=O)(=O)Cc1ccccc1 (stereo unspecified)	-4.2	6.9	1.2	0.931	-5.2	-2.2	-1.9	0.8	0.988
O=C(c1ccc(NS(=O)(=O)c2cccc(F)c2)cc1)N1CCCCC1	0.2	2.2	5.6	0.978	-7.7	-1.7	-0.8	3.9	0.944
O=C(COC(=O)c1c2c(nc3ccccc13)CCCCC2)NCc1ccc2c(c1)OCO2	1.4	24.9	1.6	0.751	-4.9	0.0	-2.8	-14.8	0.984
C=CCn1c(SCc2nc3ccccc3[nH]2)nnc1-c1ccc(OC)cc1	0.1	-0.2	3.3	1	-7.5	1.7	0.3	-1.0	0.967
CCOC(=O)N1CCN(C(=O)CN(C2CCCCC2)S(C)(=O)=O)CC1	-0.4	11.3	6.7	0.887	-2.9	-0.3	-0.4	-2.4	0.933
CCN=C1SC(C(=O)Nc2cccc(Cl)c2)CC(=O)N1CC (stereo unspecified)	-4.7	-14.1	-15.0	1.14	-9.1	-1.2	0.0	-1.7	1.15
C/C(=N\NC(=O)COc1ccc(C)cc1[N+](=O)[O-])c1ccc2c(c1)OCCO2	-4.2	1.1	4.2	0.989	17.3	1.1	3.0	5.3	0.958
COc1ccc(-c2nc(SCC(=O)Nc3cc(C)on3)n[nH]2)cc1	0.9	-37.6	-6.0	1.38	-8.5	-2.8	-2.6	10.0*	1.06
O=C(CCl)c1ccc(Cc2ncc(C(F)(F)F)cc2Cl)s1	-2.8	7.0	-0.2	0.93	-4.7	-3.6	-0.7	-1.6	1
O=C(NCc1ccco1)c1ccc(N2CCCC2=O)cc1	0.6	9.2	6.7	0.908	-2.9	1.7	5.7	0.0	0.933
CCCn1c(NCc2ccccc2NS(=O)(=O)c2ccc(C)cc2)nc2ccccc21	-0.6	-33.7	-80.7	1.34	-7.3	-4.1	43.6	1.9	1.81
O=C(/C=C/c1ccccc1[N+](=O)[O-])N1CCN(C(=O)c2ccco2)CC1	0.3	-6.9	1.7	1.07	-3.5	-0.9	-0.5	-1.1	0.983
CN(CC(=O)Nc1ccc(F)c(F)c1)S(=O)(=O)c1cccc2nsnc12	-1.6	-7.5	9.8	1.07	-1.6	0.3	3.5	-0.6	0.902
CCOC(=O)c1cnc2c(C)c(Cl)ccc2c1N1CCN(CC)CC1	3.3	-36.9	-2.3	1.37	2.7	-4.2	1.4	0.5	1.02
Cn1cc2cc(NC(N)=S)ccc2n1	-1.6	-5.0	-6.9	1.05	-10.3	-2.4	0.2	-1.0	1.07

Look-ups from the list:
For hIAP block, C/C(=N\NC(=O)COc1ccc(C)cc1[N+](=O)[O-])c1ccc2c(c1)OCCO2 has 1.1
For hIAP act, O=C(/C=C/c1ccccc1[N+](=O)[O-])N1CCN(C(=O)c2ccco2)CC1 has 1.07
For APOBEC3A inh, Cn1cc2cc(NC(N)=S)ccc2n1 has -1.6

(next part)
SMILES	APOBEC3A inh	hIAP block	mIAP inh	hIAP act	A3G deaminase	MIN6 prolif	MPTP inh	NR3A LBD binder	mIAP act
O=C(c1cc2ccccc2oc1=O)N(Cc1ccccc1)CC1CCCO1 (stereo unspecified)	-0.6	-10.3	-1.2	1.1	-3.3	1.3	0.5	-0.9	1.01
O=C(CO/N=C/c1ccccc1)Nc1c(F)c(F)c(F)c(F)c1F	1.9	-5.7	14.3	1.06	5.8	-2.1	3.9	2.1	0.857
Cc1ccccc1CCNC(=O)C1CCCN(c2cnccn2)C1 (stereo unspecified)	-4.5	-9.7	0.2	1.1	-6.7	3.1	-0.9	1.5	0.998
Cc1ccc(CNC(=O)CN2C(=O)C3(OCCCO3)c3ccccc32)cc1	6.3	6.6	1.1	0.934	-4.1	-3.7	0.2	4.9	0.989
CN1CCN(c2ccccc2NS(=O)(=O)c2ccc3c(c2)CCN3C(=O)C2CCC2)CC1	1.0	8.9	3.0	0.911	1.1	-3.8	/	-0.6	0.97
Cc1ccccc1C(=O)Nc1nnc(CC(=O)N/N=C/c2cn(Cc3ccccc3)c3ccccc23)s1	3.7	11.1	16.3	0.889	-2.7	-6.5	2.2	0.8	0.837
COc1ccc(OC)c(NC(=O)c2cccnc2)c1	-1.1	-10.6	-3.3	1.11	3.1	-1.9	-1.8	1.6	1.03
CCCCC(=O)Nc1ccc(C(=O)NCCc2ccccc2)cc1	-4.2	24.5	-3.1	0.755	-5.8	0.0	-0.6	1.8	1.03
COc1cccc(NC(=O)CSc2nnc(-c3cccc(OC(C)C)c3)n2N)c1	-0.1	10.8	4.5	0.892	-0.1	-3.4	0.6	0.5	0.955
COc1ccc(COC(=O)c2cccc(S(=O)(=O)N3CCCC3)c2)cc1F	-2.8	25.1	10.2	0.749	-3.3	0.1	0.7	15.0*	0.898
Cc1nnsc1S(=O)(=O)c1ccccc1	-0.2	-0.9	5.2	1.01	-9.1	-3.0	-0.4	1.9	0.948
CN(CC(=O)NCc1ccccc1F)S(=O)(=O)c1ccc(Cl)cc1	-3.2	15.4	3.9	0.846	-5.2	0.6	0.7	-0.4	0.961
CCN(CC)CCCn1c(C)cc2c(c1=O)C(c1ccccc1)C(C#N)=C(N)O2 (stereo unspecified)	0.5	-18.5	-5.1	1.19	-3.4	2.6	1.4	9.7	1.05
S=C(NNc1ccnc2cc(Cl)ccc12)Nc1ccccc1Cl	-0.7	-13.1	14.1	1.13	-11.7	0.0	98.3*	20.4*	0.859
CC(=O)c1c(C)[nH]c(C(=O)CSc2nc3ccccc3n2C)c1C	-4.9	-4.2	1.0	1.04	-1.4	-1.5	4.5	-3.5	0.99
O=C(NCCCn1ccnc1)Nc1ccc2c(c1)OCO2	2.1	-0.7	-3.3	1.01	-1.0	-1.3	-2.0	-2.8	1.03
Nc1nc(CN2CCN(c3ccccc3)CC2)nc(N2CCCc3ccccc32)n1	-0.5	5.5	-1.7	0.945	-8.7	0.2	-2.2	1.0	1.02
COc1ccc(NC(=O)C2CCCN2C(=O)Nc2cccc(F)c2)cc1 (stereo unspecified)	1.7	-4.6	5.9	1.05	-6.5	-3.2	-0.1	-0.4	0.941
Cc1nc2c(C(=O)NCCc3ccccc3Cl)c[nH]n2c(=O)c1Cl	3.1	6.4	7.7	0.936	-7.1	0.5	4.2	-12.2	0.923
Cn1c(=O)c2cn(-c3ccccc3)cc2n(C)c1=O	4.6	-2.8	-6.2	1.03	1.3	5.4*	1.8	-5.5	1.06
CCOC(=O)c1c(-c2ccc(C)o2)csc1NC(=O)CN(C)CC(=O)Nc1ccc(C)cc1	-4.8	-12.2	12.0	1.12	-5.2	-4.4	15.5	-6.1	0.88
CN1C(=O)SC(Nc2cccc3ccccc23)C1=O (stereo unspecified)	-0.2	-0.3	-5.8	1	-4.4	-0.4	-0.9	0.6	1.06
COC(=O)Sc1nc(N2CCOCC2)c2c(c1C#N)CC(C)(C)OC2	-2.4	-3.7	-5.9	1.04	-5.1	-3.0	2.2	1.3	1.06
